# Source: PubChem BioAssay (Fisher Drug Discovery Resource Center)
# NPYLR7 ag – mosquito NPYLR7 agonism | actives 0.15% (n = 270,000) | AID 1259423 | HEK293T NPYLR7/Galpha15, GCaMP6s calcium fluorescence | activation, % at 10 µM; in the data active = activation above about 40%;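 note: 0% = vehicle and 100% = reference agonist at the receptor; some compounds past the cut are filed as inactive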
# mcGAS lum – inhibitors of mouse cGAS | recombinant cGAS, Kinase-Glo ATP depletion luminescence | Q8C6L5 | actives 0.15% (n = 160,000) | inhibition, % at 12.5 µM;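 note: 0% = negative control wells and 100% = reference inhibitor with no enzyme activity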
# hcGAS inh – inhibitors of human cGAS. recombinant h-cGAS, ATP depletion, Kinase-Glo luminescence. actives 0.081% (n = 290,000). Q8N884. AID 1259398. inhibition, % at 12.5 µM;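 note: 0% = vehicle reaction and 100% = reaction without DNA for no activity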
# Target sequence (Q8N884 whole entry, looked up): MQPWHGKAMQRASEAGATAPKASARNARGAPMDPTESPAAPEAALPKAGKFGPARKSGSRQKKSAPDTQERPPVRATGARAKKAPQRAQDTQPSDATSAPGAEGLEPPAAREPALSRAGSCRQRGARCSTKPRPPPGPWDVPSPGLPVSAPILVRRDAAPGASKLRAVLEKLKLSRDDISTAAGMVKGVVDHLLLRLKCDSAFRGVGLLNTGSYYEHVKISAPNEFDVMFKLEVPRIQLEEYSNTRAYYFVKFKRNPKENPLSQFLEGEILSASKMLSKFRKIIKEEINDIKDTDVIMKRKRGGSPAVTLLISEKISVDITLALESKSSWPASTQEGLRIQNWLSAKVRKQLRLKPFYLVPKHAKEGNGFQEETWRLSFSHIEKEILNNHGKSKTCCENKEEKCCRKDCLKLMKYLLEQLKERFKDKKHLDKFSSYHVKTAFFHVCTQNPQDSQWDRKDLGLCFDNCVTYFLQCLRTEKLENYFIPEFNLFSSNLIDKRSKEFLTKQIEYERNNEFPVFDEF
# Active calls of the source: *; . = not tested or not shown; & = joins results of further samples. Cut-off read from the data, not from the text of the source, unless noted: active = inhibition above about 40%; inactive = the rest.
molecule	NPYLR7 ag	mcGAS lum	hcGAS inh
O=C(Nc1ccnn1Cc1ccccc1Br)c1ccc(F)cc1F	1	.	3
O=c1c(N=Nc2ccc3ccccc3c2)c(-c2ccccc2)[nH]n1-c1nc(-c2ccccc2)cs1	-11	4	14
CCCCCNC(=O)Cn1cnc2c([nH]c3ccccc32)c1=O	.	-6	-5
CCS(=O)(=O)Oc1ccccc1CN(C(=O)c1ccccc1F)C1CC1	-7	-5	-6
CC(C)CC(NC(=O)Nc1ccccn1)C(=O)N1CCC(CO)CC1 (stereo not given)	-1	.	1
Cc1cccc(-n2c(SCc3nc(C(=O)N4CCN(c5ccc([N+](=O)[O-])cc5)CC4)cs3)nnc2-c2cccs2)c1	-2	1	1
Cc1cc(C)cc(S(=O)(=O)NCCOc2ccc(-c3ccc(F)cc3)nn2)c1	-6	-2	-3
CCCCC(=O)Nc1c(-c2ccc(Cl)cc2)nc2cc(C)ccn12	-2	-7	-7
CN(C)c1ccc(NC(=O)c2ccco2)cc1CN(CC1CCCO1)S(C)(=O)=O (stereo not given)	20	-7	-10
Cc1nn(C2CCS(=O)(=O)C2)c2nc(-c3ccccc3)cc(C(=O)NC3CC3)c12 (stereo not given)	3	-8	-8
CNS(=O)(=O)c1ccc(Cl)cc1	5	.	1
Cc1ccc(C(=O)N(C)Cc2csc(C(C)C)n2)cc1NC(=O)C1CC1	3	-15	-2
C=C(C)C(O)Cc1c(CCCCC)cc(O)c(CC=C(C)C)c1O (stereo not given)	-5	-5	-1
NC(=O)CSC(F)(F)F	6	.	1
Cc1cnccc1NCCNC(=O)c1cn(CC2CCCNC2)nn1 (stereo not given)	-1	.	0
COCCN(CC(=O)N(CCc1c[nH]c2ccccc12)Cc1ccccc1)S(=O)(=O)c1ccc(Cl)cc1	20	-4	-4
CCN(CC)c1onc(-c2ccc(F)cc2)c1CN(CCOC)C(=O)C1CCCC1	12	-4	-5
CONC(=O)c1cc(-c2ccc(OC)cc2)n(-c2ccccc2)n1	10	-17	-10
CC(=O)Nc1ccc(CN2C(=O)C(Cc3ccccc3)ON=C2c2ccccc2)cc1 (stereo not given)	8	.	-2
CC(C)CC(=O)N(C)CCN1C(=O)C(C)SC1c1ccc(Cl)c(Cl)c1 (stereo not given)	1	-7	-7
COC(=O)c1cccc(C(=O)N2CCCc3cc(C(C)C)ccc32)n1	-3	.	-8
Cc1sc2nc[nH]c(=S)c2c1-c1ccccc1	13	-1	-9
CC1(Cc2cccc(C(F)(F)F)c2)C(=O)Nc2ccc(-c3ccncc3)cc21 (stereo not given)	2	-3	2
FC(F)(F)C1=NCCN=C(c2cccs2)C1	2	.	7
Cc1ccc(Cl)c2sc(N(CCN3CCOCC3)C(=O)c3ccno3)nc12	1	.	-2

# Brought forward from above: two compounds, then new ones.
molecule	NPYLR7 ag	mcGAS lum	hcGAS inh
FC(F)(F)C1=NCCN=C(c2cccs2)C1	2	.	7
Cc1ccc(Cl)c2sc(N(CCN3CCOCC3)C(=O)c3ccno3)nc12	1	.	-2
COc1ccc(Nc2cccc3nonc23)cc1	6	.	1
COc1ccc(C(=O)Nc2noc3ncccc23)cc1	13	-10	-4
Cc1onc(-c2c(F)cccc2Cl)c1C(=O)N1CCC2(CC1)OCCO2	-17	.	-1
Cc1ccc(C)c(OCCn2c(C(C)(C)C)nc3ccccc32)c1	-8&21	-7	-4&0
COc1ccc(CCN(C)C2CCCN(C(=O)c3ccoc3C)C2)cc1OC (stereo not given)	-1	.	-7
Nc1nc2c(ncn2[C@H]2C[C@H](O)[C@@H](CO)O2)c(=O)[nH]1	10	.	-2
CCn1c(C2CCCN(C(=O)CCc3c(C)nn(C)c3C)C2)nn(C)c1=O (stereo not given)	6	.	-2
Cc1cccnc1NC(=O)c1ccc2c(c1)OCCCO2	-4	.	-2
CC(=O)Cc1nsc(NCc2ccco2)n1	-2	.	0
CCc1cccc(NC(=O)N(Cc2cccc(OS(=O)(=O)c3cccc(C(F)(F)F)c3)c2)CC(C)C)c1	-11	2	8
C=CCn1c(SCc2ccon2)n[nH]c1=O	-1	.	-6
Cc1ncsc1CCc1nc(C2CC2)nn1-c1ccccn1	17	.	-7
N#Cc1c(-c2ccc(Cl)cc2)cc(-c2cccs2)nc1SCc1ccncc1	-4	-2	-3
NC(=O)Nc1cc(-c2cccc(F)c2)sc1C(=O)N[C@H]1CCCNC1	-5	-8	-6
CCNC(=O)c1cccc(C)c1OCC(=O)NC(C)(C)CC	3	.	-4
CCOC(=O)c1ccc(OC2CC3CCC(C2)N3C(=O)c2ccc(CSc3ccoc3C)cc2)cc1 (stereo not given)	-1	-3	-3
CCc1ccc(NC(=O)CN2CN(c3ccccc3)C3(CCN(S(=O)(=O)c4ccc(Br)cc4)CC3)C2=O)cc1	-5	-6	-8
CCCOC(=O)C1=C(C)NC2=C(C(=O)CCC2)C1c1ccc(OC)c(OC)c1OC (stereo not given)	-2	.	5
COc1ccccc1Oc1cc(-c2ccccc2)nc(SCc2cccc(C#N)c2)n1	2	.	-1
C=CCn1c(SCc2nc(C(=O)OCC)cs2)nnc1-c1cc(OC)cc(OC)c1	.	-4	-3
CC(C)CN1CC(OCc2ccccn2)CN(Cc2ccc(Sc3nncn3C)o2)CC1=O (stereo not given)	-1	.	-10
Cc1cc(-c2nc3ccccc3o2)ccc1NC(=O)c1ccc(Cl)c(Cl)c1	4	-3	-1
CSc1nc(NCC(C)C)c2cnn(CCNC(=O)c3cccc4ccccc34)c2n1	.	-9	-6
Cc1ccc(-c2nnc(NC(=O)c3ccc(S(=O)(=O)N4CCCCC4)cc3)s2)cc1	-3	-7	-2
COc1ccc(-n2c(-c3ccccc3)cc(C(=O)NCCc3ccccn3)c2C)c(OC)c1	3	-2	1
COc1ccc(NS(=O)(=O)c2ccc(F)cc2F)cc1Cl	-2	.	-5
Cc1ccc(C(=O)Cn2nc(-c3ccccc3)c3sc(N4CCOCC4)nc3c2=O)c(C)c1	-4	-9	-11
Cc1nc2ccc(Cl)cc2cc1C(=O)N1CCCC(C(=O)NC2CC2)C1 (stereo not given)	-19	.	-5
COc1ccc(-c2cnc(SCCNC(=O)COc3ccccc3)[nH]2)cc1	3	-6	-4
COc1cccc(N=C2SC(C(=O)Nc3ccc(F)cc3)CC(=O)N2C)c1 (stereo not given)	0	-6	-4
COCCNCC(=O)N1CCc2sccc2C1c1ccc(F)cc1 (stereo not given)	-9	-7	-8
Cc1ccc(OCc2nc(CN(C(=O)c3ccccc3C)C3CC3)cs2)cc1C	23	-5	-4
COCCN(CC(=O)N(Cc1ccccc1)Cc1ccc(C)o1)C(=O)Nc1cccc(C(F)(F)F)c1	-2	1	3
O=C(CCc1cscn1)Nc1ncccc1Br	-5	.	3
COc1ccc(C(=O)N[C@@H]2CCCCC2NC(=O)C2CCCN(C(=O)c3cc(OC)cc(OC)c3)C2)cc1 (stereo not given in full)	-1	-2	-1
O=C(O)c1cccc(CC2CCN(Cc3cnc(-c4ccccn4)nc3)C2)c1 (stereo not given)	1	.	1
CSc1nnc(C)c(=O)n1COC(=O)c1ccc2ccccc2c1	15	-6	-5
C[n+]1ccccc1Sc1nnc(-c2ccccc2)c(-c2ccccc2)n1	4	-1	-1
O=S(=O)(c1c(F)cccc1F)N1CCN(CC(OCc2ccc(C(F)(F)F)cc2)c2ccc(Cl)cc2)CC1 (stereo not given)	24	-5	0
O=C(CCc1nc2ccccc2[nH]1)NCCCCc1ccccc1	1	.	-3
Cc1nn2cc(CCNC(=O)c3n[nH]c4c3CCC4)nc2s1	.	-12	-10
CCOC(=O)N(C)c1c(CC)nc2ccc(C(=O)Nc3cccc(NS(C)(=O)=O)c3)cn12	17	-3	-5
O=C(C1CCCC1)N(Cc1nccn1Cc1ccccc1C(F)(F)F)C1CCCCC1	-2	-1	-1
CCn1nc(C(=O)N(CC2CCCO2)c2nc3c(OC)ccc(Cl)c3s2)cc1C (stereo not given)	-2	.	-3
O=C(Cn1cc(OCc2ccccc2F)c(=O)cc1CO)NC1CCCC1	2	-5	-7
COCCN1CCN(c2c(-c3ccc(OC)cc3)cnc3ncnn23)CC1	9	1	5
O=C(NCCc1ccc(O)cc1)C1CCCN(Cc2ccco2)C1 (stereo not given)	-11	-4	0
Cc1cccc(N2C(=O)CS/C2=N/NC(=O)c2ccc(Br)cc2)c1C	0	.	-10
CS(=O)(=O)N1CCC(Oc2ccccc2C(=O)NCCCn2cccn2)CC1	19	.	-5&0
CC(=O)N1CCC(NC(=O)CCc2ccccc2F)CC1	2	.	-17

# Going on with the list:
molecule	NPYLR7 ag	mcGAS lum	hcGAS inh
CCCSc1nsc(N)n1	3	-1	-2
COc1cc(S(=O)(=O)NCc2ccccc2Cl)c(C)cc1C	3	-4	0
CCC1CCC(NC(=O)CCn2ccccc2=O)(C(=O)OC)CC1 (stereo not given)	1	-18	-7
CSc1nccc(NCC2CNCCOC2)n1 (stereo not given)	-2	.	-8
CCOc1ccc(N2C(=O)CC(N(CCc3ccc(S(N)(=O)=O)cc3)C(C)=O)C2=O)cc1 (stereo not given)	-7	-5	-4
COc1ccc2cccc(CCNC(C)=O)c2c1	-21	.	2
Cc1cc(F)ccc1Oc1cc(N2CCN(Cc3ccc(F)cc3)CC2)ncn1	-3	1	5
Cc1cc(C)c2[nH]c(=S)cc(C)c2c1	0	.	-7
CCCc1cc(=O)[nH]c(SCc2cn3cc(C)ccc3n2)n1	-9&-3	.	-9&2
CC(C)c1cccc(C(C)C)c1NC(=O)Cn1cccn1	1	.	-18
COc1cccc(-c2nc(C=Nc3ccc(F)cc3)c(O)o2)c1	-6	.	-8
O=C(c1cccc(Br)c1)N1CCCC(OCC2CC2)C1 (stereo not given)	-22	1	-2
CC(C)c1nn(C)c2nc(C(C)(C)C)[nH]c12	6	.	-1
Cc1ncc(/C=C/C(=O)N(CC(F)(F)F)C2CCOC2)s1 (stereo not given)	-1	.	-4
CC(Cc1cccs1)NC(=O)Cn1nnnc1CN1CCOCC1 (stereo not given)	-1	-5	-1
Cc1nc(C(F)(F)F)ccc1C(=O)N1CCC1(C)C(=O)NS(=O)(=O)c1cccc(C#N)c1 (stereo not given)	5	.	-7
CCc1nc(NCCC(C)C)c(C#N)c2c1COC(C)(C)C2	6	.	-6
CN(CCC#N)S(=O)(=O)NCCCc1ccccc1	5	.	5
CN=C(N)NCCC[C@H](N)C(=O)O	-4&-10&1	-3	-3&-6&-4
CSc1nnc(CNC(=O)C23CC4CC(CC(C4)C2)C3)n1CCc1ccccc1	-1	-2	-1
COc1cccc(NC(=O)C2(C)CCCN(C(C)C)C2)c1 (stereo not given)	1	.	0
O=C1CCCC2=C1C(c1ccncc1)NC(=O)N2Cc1ccccc1 (stereo not given)	-5	-6	-6
CCOC(=O)C1(CCCc2ccccc2)CCCN(C(=O)CCSC)C1 (stereo not given)	0	.	-6
O=C1OCCN1CC(=O)N1CCc2c([nH]c3ccccc23)C1c1ccccn1 (stereo not given)	2&4	-2	-7&3
O=c1nc(SCc2ccccc2Cl)nc2ccccn12	2	-8	-7
COCC1CN(C2CCC2)CC12CCN(C(=O)C1(c3ccccc3)CC1)CC2 (stereo not given)	.	-6	-18
CCc1nc2c(OCc3ccc(Cl)cc3)cccn2c1N(C)C(=O)c1ccccc1F	-6	0	0

# 18 structures from above, sorted by SMILES length, falling.
molecule	NPYLR7 ag	mcGAS lum	hcGAS inh
Cc1nc(C(F)(F)F)ccc1C(=O)N1CCC1(C)C(=O)NS(=O)(=O)c1cccc(C#N)c1 (stereo not given)	5	.	-7
CCOc1ccc(N2C(=O)CC(N(CCc3ccc(S(N)(=O)=O)cc3)C(C)=O)C2=O)cc1 (stereo not given)	-7	-5	-4
CSc1nnc(CNC(=O)C23CC4CC(CC(C4)C2)C3)n1CCc1ccccc1	-1	-2	-1
COCC1CN(C2CCC2)CC12CCN(C(=O)C1(c3ccccc3)CC1)CC2 (stereo not given)	.	-6	-18
Cc1cc(F)ccc1Oc1cc(N2CCN(Cc3ccc(F)cc3)CC2)ncn1	-3	1	5
O=C1CCCC2=C1C(c1ccncc1)NC(=O)N2Cc1ccccc1 (stereo not given)	-5	-6	-6
COc1cccc(-c2nc(C=Nc3ccc(F)cc3)c(O)o2)c1	-6	.	-8
CCCc1cc(=O)[nH]c(SCc2cn3cc(C)ccc3n2)n1	-9&-3	.	-9&2
COc1cc(S(=O)(=O)NCc2ccccc2Cl)c(C)cc1C	3	-4	0
COc1cccc(NC(=O)C2(C)CCCN(C(C)C)C2)c1 (stereo not given)	1	.	0
CC(Cc1cccs1)NC(=O)Cn1nnnc1CN1CCOCC1 (stereo not given)	-1	-5	-1
O=C(c1cccc(Br)c1)N1CCCC(OCC2CC2)C1 (stereo not given)	-22	1	-2
O=c1nc(SCc2ccccc2Cl)nc2ccccn12	2	-8	-7
Cc1cc(C)c2[nH]c(=S)cc(C)c2c1	0	.	-7
COc1ccc2cccc(CCNC(C)=O)c2c1	-21	.	2
CN=C(N)NCCC[C@H](N)C(=O)O	-4&-10&1	-3	-3&-6&-4
CSc1nccc(NCC2CNCCOC2)n1 (stereo not given)	-2	.	-8
CCCSc1nsc(N)n1	3	-1	-2
